Screens from PubChem.
KDM5B inhibitor: Primary screen for KDM5B Histone Demethylases FDH-coupled qHTS; Potency, µM (top dose mostly 57.7 µM), without a hit: top-dose activity change, negative = inhibition, most hits filed as inhibitors; KDM5B demethylase, FDH-coupled NADH fluorescence (FDH is formaldehyde dehydrogenase); 220,000 tested, 2.6% active; active = well fitted inhibition curve with a large enough effect; inconclusive = small, poorly fitted or top-dose-only effect; inactive = no such curve, though single readings can be large or run the other way; also: 0% is about no effect; nearly all actives have a fitted effect of over 70% in size
Target sequence (Q9UGL1 whole entry, looked up): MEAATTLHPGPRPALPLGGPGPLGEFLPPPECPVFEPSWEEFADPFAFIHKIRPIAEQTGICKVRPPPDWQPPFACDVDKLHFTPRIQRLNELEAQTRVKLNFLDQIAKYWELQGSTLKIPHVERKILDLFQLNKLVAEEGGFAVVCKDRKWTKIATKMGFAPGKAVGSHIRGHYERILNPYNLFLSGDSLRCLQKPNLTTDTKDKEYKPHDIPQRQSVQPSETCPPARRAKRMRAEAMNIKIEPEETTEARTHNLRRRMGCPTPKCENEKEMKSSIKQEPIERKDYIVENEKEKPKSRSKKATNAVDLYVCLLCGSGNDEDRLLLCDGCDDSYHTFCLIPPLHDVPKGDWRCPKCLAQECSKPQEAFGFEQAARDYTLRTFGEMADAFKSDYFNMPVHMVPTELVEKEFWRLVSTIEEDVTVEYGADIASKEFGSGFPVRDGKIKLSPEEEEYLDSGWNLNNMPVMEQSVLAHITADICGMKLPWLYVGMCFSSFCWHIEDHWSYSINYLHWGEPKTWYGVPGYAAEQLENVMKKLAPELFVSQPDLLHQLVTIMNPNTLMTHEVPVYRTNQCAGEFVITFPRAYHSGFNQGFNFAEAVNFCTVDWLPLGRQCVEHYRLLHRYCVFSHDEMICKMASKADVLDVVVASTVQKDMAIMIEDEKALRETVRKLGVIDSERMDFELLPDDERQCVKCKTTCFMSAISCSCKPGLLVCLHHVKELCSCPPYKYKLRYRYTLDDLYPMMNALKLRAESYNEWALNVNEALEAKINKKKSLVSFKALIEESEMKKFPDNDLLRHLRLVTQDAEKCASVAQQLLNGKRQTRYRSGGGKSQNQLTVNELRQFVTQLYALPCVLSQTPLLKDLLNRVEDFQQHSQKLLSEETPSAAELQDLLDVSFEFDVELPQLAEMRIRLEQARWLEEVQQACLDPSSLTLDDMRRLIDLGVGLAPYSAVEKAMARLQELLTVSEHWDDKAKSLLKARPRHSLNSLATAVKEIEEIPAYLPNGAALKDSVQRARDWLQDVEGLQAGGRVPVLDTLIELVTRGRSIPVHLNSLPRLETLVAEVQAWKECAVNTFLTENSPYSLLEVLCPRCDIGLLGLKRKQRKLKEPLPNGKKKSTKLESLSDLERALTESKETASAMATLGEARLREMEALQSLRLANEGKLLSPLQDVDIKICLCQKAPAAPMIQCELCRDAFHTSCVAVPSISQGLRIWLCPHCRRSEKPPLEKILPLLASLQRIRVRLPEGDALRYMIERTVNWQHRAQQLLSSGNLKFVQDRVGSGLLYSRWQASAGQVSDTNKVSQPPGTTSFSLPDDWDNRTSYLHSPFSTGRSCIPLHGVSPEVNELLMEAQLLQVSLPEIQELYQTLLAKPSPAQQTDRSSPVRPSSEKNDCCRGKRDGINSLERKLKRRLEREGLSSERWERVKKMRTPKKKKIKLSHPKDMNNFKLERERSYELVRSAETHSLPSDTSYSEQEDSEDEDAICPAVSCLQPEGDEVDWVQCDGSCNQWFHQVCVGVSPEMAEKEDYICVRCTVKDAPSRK
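Measured: NADH fluorescence change, 30 min, RT. System: KDM5BΔAP 200 nM final, H3K4me3 peptide, α-KG, Fe(II), ascorbate, NAD⁺ plus FDH, pH 7.5 HEPES. Compounds: titrated, 10 min pre-incubation with enzyme.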
The depositor's hits bear a star; i = inactive; ? = inconclusive; [ ] = another dose, or the depositor's remark. Potency is read from the fitted curve at half-maximal effect. Some of the compounds tested. The share of hits here may be higher or lower than overall.

SMILES	KDM5B inhibitor
Cc1cccc(CNCc2cccs2)c1	10.9%
O=C(C1=C(O)C(=O)N(CC2CCCO2)C1c1ccccc1Cl)c1ccco1 (configuration not stated)	-18.1%
O=C(NC1CCN(S(=O)(=O)c2cccc(F)c2)CC1)C1CCCCC1	6.8%
COc1ccc(Nc2oc(COc3ccccc3C)nc2C#N)cc1	?
CC(C(=O)Nc1ccc2[nH]c(=O)[nH]c2c1)N(C)Cc1ccccc1N1CCCCC1 (configuration not stated)	-11.1%
Cc1ccc(S(=O)(=O)N2CCCC2)cc1C(=O)N1CCN(Cc2ccccc2)CC1	14.7%
Nc1ccccc1OC1CCCCC1	-6.3%
Cc1ccc(-c2nc(S(=O)(=O)c3ccccc3)c(N(C)C)o2)cc1	?
S=C(NCc1ccc(Cl)c(Cl)c1)Nc1ccccc1Cl	-16.8%
COc1ccc(-c2cn(-c3ccc(C)c(Cl)c3)c(=S)[nH]2)cc1OC	-16.5%
CC(C)C(=O)N1CCC2(CCC(=O)N(CC3CC3)CC2)CC1	-7.5%
N#Cc1ccc(NCCNC(=O)Nc2ccccc2)nc1	31.2%[activator]
Cn1cc(S(=O)(=O)N2CCC(C(=O)Nc3ccc(OC(F)F)c(Cl)c3)CC2)cc1C(N)=O	4.6%
CCC(=O)Nc1cc(C(=O)NCc2ccc(C)cc2)ccc1S(=O)(=O)c1ccc(C)cc1	?
COc1ccc(CNCC#CC2=CCCCC2)c(OC)c1	-7.2%
Cc1ccc(-c2nn3c(=O)cc(CNC(=O)COc4ccc(C(C)(C)C)cc4)nc3s2)cc1	18.1%
CCOC(=O)c1ccccc1NC(=O)CSc1cn(CC(=O)N2CCCCCC2)c2ccccc12	-19.7%
Nc1c(C(=O)O)sc2nc3c(cc12)CCCC3	-16.8%
CC(C)C[C@H](NC(=O)c1cccc2c1-c1ccccc1C2=O)C(=O)O	18.2%
O=C(NCCc1ccccc1)C(=O)c1c(-c2ccccc2)[nH]c2ccccc12	-5.1%
O=C(NCC1CC1)c1nc2c(o1)CCN(CCc1ccccc1)CC2	-23.1%[86.2 µM]
CCCCN(C)C(=O)c1ccc2c(c1)N(Cc1cccc(F)c1)C(=O)c1ccccc1S2	-10.9%
O=C(Nc1sc2ccccc2c(=O)c1-c1ccc2c(c1)OCO2)c1ccc(F)cc1	-8.2%
CC(C)Cc1nn2c(=O)cc(COC(=O)c3cccc(NC(=O)c4ccc(Cl)cc4)c3)nc2s1	13.2%
COc1ccc(-c2nc(C)c(CCNC(=O)Cc3ccc(F)cc3)s2)cc1OC	?
CN(CC1CCOCC1)C(=O)CC1C(=O)NCCN1Cc1ccc(Cl)c(F)c1 (configuration not stated)	-44.8%
Cc1nc(-c2ccc(CN3CCCC(CN)C3)cc2)[nH]c(=O)c1C (configuration not stated)	-6.9%
O=C(c1ccc(F)c(F)c1)N1CCC([C@@H]2CNC[C@H]2CO)CC1	0.8%
CCOC(=O)c1cccc(NC(=O)NCCc2c(C)nn(C)c2C)c1	11.4%
O=C(c1ccc2c(c1)OCO2)N1CCC2(CC1)N=C(c1ccccc1)NO2	?
COc1ccc([S+](=O)([O-])N2CCC(N3CCOCC3=O)CC2)cc1	26.2%[115 µM]
CCn1nccc1C(=O)N1CCC2(CC1)CC(OC)CCO2 (configuration not stated)	11.9%
Cc1nc(N/C(N)=N/S(=O)(=O)c2ccc3ccccc3c2)nc2ccccc12	-23.4%
COCCNC(=O)[C@H]1C[C@H](Oc2cccnc2)CN1S(=O)(=O)c1cn(C)cn1	12.1%
O=C(N[C@@H]1COCC[C@@H]1OCc1ccccn1)c1n[nH]c2c1CCC2	-26.9%
CCN(CC)c1ccc(C2C(C(N)=O)=C(C)Nc3nc(SCc4ccccc4Cl)nn32)cc1 (configuration not stated)	-60.8%
CC(=O)Nc1ccc(-c2csc(NC(=O)c3nn(C(C)C)c(=O)c4ccccc34)n2)cc1	4.8%
CCc1ccccc1NC(=O)c1sc2nc(C)cc(COC)c2c1N	?
O=C(O)CCS(=O)(=O)CCC(=O)O	-1.4%
O=[N+]([O-])c1ccc(NC(=S)N2CCN(S(=O)(=O)c3ccccc3)CC2)cc1	-51.8%

Six entries picked at random from the list so far, as already listed:
SMILES	KDM5B inhibitor
CCOC(=O)c1cccc(NC(=O)NCCc2c(C)nn(C)c2C)c1	11.4%
COc1ccc(-c2nc(C)c(CCNC(=O)Cc3ccc(F)cc3)s2)cc1OC	?
O=C(c1ccc(F)c(F)c1)N1CCC([C@@H]2CNC[C@H]2CO)CC1	0.8%
CCN(CC)c1ccc(C2C(C(N)=O)=C(C)Nc3nc(SCc4ccccc4Cl)nn32)cc1 (configuration not stated)	-60.8%
COCCNC(=O)[C@H]1C[C@H](Oc2cccnc2)CN1S(=O)(=O)c1cn(C)cn1	12.1%
COc1ccc([S+](=O)([O-])N2CCC(N3CCOCC3=O)CC2)cc1	26.2%[115 µM]

The list goes on.
SMILES	KDM5B inhibitor
COc1ccc(-c2nc(C(C)C)nc3c2CCN(C(=O)c2ccc(F)cc2)CC3)cc1	-25.7%
CCc1ccc(NC(=O)Cn2c(=O)n(CCC(=O)NCCc3ccc(OC)c(OC)c3)c(=O)c3ccccc32)cc1	0.2%
C[C@H]1[C@@H]2[C@@H](O)C([C@H](C)C(=O)N3CCCCC3)CC[C@@]2(C)CC[C@@H]1NC(=O)Nc1cccc(F)c1 (some centres not stated)	-7.7%
O=C(CSc1nc(-c2cccs2)nc2cc(=O)[nH]n12)Nc1ccccc1F	?
CC(C)CCN1C(=O)CC[C@]2(C(=O)N3CCN(c4ccc(F)cc4)CC3)CCCC[C@@H]12	14.5%
Cc1c[n+](=O)c2ccccc2n1[O-]	21.7%
O=C(Cc1c[nH]c2ncc(-c3ccsc3)cc12)N1CCOCC1	31.6µM*
Cc1ccc(-c2nc3c(cnn3-c3ccccc3)c(=O)n2-c2cccc(Cl)c2)cc1	?
CCCCNC(=O)CSc1nc2n[nH]c(C)c2c(=N)n1-c1cccc(C)c1	?
O=C(CC1CCCCN(Cc2ccccc2)C1=O)N1CCN(c2ccc(F)cc2)CC1 (configuration not stated)	-8.8%
COc1cc(S(=O)(=O)NC2CCCCC2C)ccc1F (configuration not stated)	17.8%
O=C(CC1C(=O)OCCN1Cc1ccccc1)Nc1cc(Cl)cc(Cl)c1 (configuration not stated)	-16.4%
COc1ccc(CNC(=O)N2C[C@H](c3nc(-c4ccncc4)no3)[C@@H](C)C2)cc1	2.6%
CCC(C(=O)NCCc1c[nH]c2ccc(C)cc12)c1ccccc1 (configuration not stated)	-8.9%
CCOC(=O)Cc1cc(=O)n2[nH]c(NCc3ccccc3Cl)nc2n1	6.6%
CCc1noc(-c2cn(C3CCCN(C(=O)c4ccc5c(c4)OCO5)C3)nn2)n1 (configuration not stated)	-15.9%
CCn1c(C)cc2c(c1=O)C(c1ccc(Br)cc1)C(C#N)=C(N)O2 (configuration not stated)	2.5%
Cc1cccc(Cn2nc(C3CCCNC3)n(-c3ccccc3)c2=O)c1 (configuration not stated)	5.0%
CSC1=N/C(=C\c2cc(C(C)(C)C)c(O)c(C(C)(C)C)c2)C(=O)S1	-6.4%
O=C(C1CCN(S(=O)(=O)c2cccc3nonc23)CC1)N1CCN(c2ccccc2F)CC1	-16.0%
O=C1[C@@H]2C[C@@H](O)CN2C2(CN(C3CCOCC3)C2)C(=O)N1Cc1ccccc1Cl	7.3%[86.2 µM]
O=S(=O)(NCCc1ccc(Cl)cc1)c1cccc2cccnc12	16.1%
COCC(=O)NC1CCC12CCN(Cc1cccc(OC)c1)CC2 (configuration not stated)	12.6%
COc1ccc(-n2ncc(C(=O)NCCN3CCOCC3)c2C2CCN(C(=O)OC(C)(C)C)CC2)cc1	?
NCCC(=O)N1CCCC(N2CCN(c3ccccc3F)CC2)C1 (configuration not stated)	-9.3%
O=C(c1ccncc1)N1CCCC(n2cc(-c3nc(-c4ccccc4)no3)nn2)C1 (configuration not stated)	6.7%
Cc1cccc(S(=O)(=O)Nc2nc3ccccc3nc2Nc2cccc(C(=O)O)c2)c1	9.4%
COCCNC(=O)C(=O)N1CCN(c2nc(C(C)C)c3c(c2C#N)CCCC3)CC1	?
COc1ccc(C)cc1NC(=O)c1c(C)oc2ncn(CC(C)C)c(=O)c12	?
Cc1ccc(F)cc1NC(=O)C(C)(C)c1ccccc1	5.9%
Cc1nc(CCNC(=O)C2CCN(S(=O)(=O)c3cccc(C(F)(F)F)c3)CC2)cs1	9.4%
COC[C@@H]1[C@H](C(=O)NCCC2=CCCCC2)CCC(=O)N1C	-0.8%
COc1ccc2scc(N3CCN(Cc4ccccc4)CC3)c(=O)c2c1	?
CC(=O)Nc1ccc([C@H]2OCC(=O)N[C@@H]2CO)cc1	25.5%[115 µM]
N#Cc1ccc(C(=O)Nc2ccc(NC(=O)c3cc4ccccc4o3)cc2)c(F)c1	-20.3%
COc1cccc(N2CCN(C(=O)CCS(=O)(=O)c3ccc4c(c3)CC(=O)N4C)CC2)c1	-28.7%
Cc1ccsc1CN1CCCCCCNC(=O)[C@@H]2CCC[C@@H]21	?
COc1cccc(N2C(=O)NC(=NC3CCCC3)C23CCN(Cc2ccc(F)cc2)C3)c1 (configuration not stated)	4.1%[115 µM]
COc1ccccc1NC(=O)Cn1c(-c2ccc(F)cc2)nc(C)cc1=O	5.8%
O=C1NCCCCCCN(C(=O)Cc2cccnc2)[C@@H]2C[C@@H](c3nc(-c4cccnc4)no3)C[C@H]12	9.9%
COc1ccccc1NS(=O)(=O)c1ccc2oc(SCCOc3ccccc3F)nc2c1	8.9%
CC(=O)Nc1nonc1-c1nnc(SCC(=O)Nc2ccc(C)cc2C)n1C	9.3%
NC(=O)[C@@H]1C[C@H](Oc2cccnc2)CN1C(=O)CCC1CCCC1	-23.1%
Nc1nc2c(s1)C(c1cccc(F)c1)CC(=O)N2 (configuration not stated)	i
COc1ccccc1C(=O)n1nc(-c2ccco2)nc1NCc1ccc(Cl)cc1	?
Cn1cccc1C(=O)N1CCC(n2cnnc2-c2ccccc2)C1 (configuration not stated)	6.0%
C=CCNc1nc(C(=O)OCC(=O)NCc2cccc(OC)c2)cs1	10.3%
COc1ccc(CN2CCNC(=O)C2CC(=O)NCCCn2cccn2)cc1C (configuration not stated)	-8.4%
COCC(=O)NC[C@H]1CCN(Cc2sccc2C)C[C@H]1N(C)C	?
CS(=O)(=O)N1CCCN(C(=O)Cc2ccccc2)CCNC(=O)CC1c1ccccc1 (configuration not stated)	-2.9%
O=C1OCC2=C1C(c1cccc(Cl)c1)CC(=O)N2c1ccc(C(F)(F)F)cc1 (configuration not stated)	2.3%
COC(=O)CN1C(=O)N(CCc2ccccc2)C2(CCN(Cc3ccc4c(c3)CCO4)CC2)C1=O	3.1%
CCC(C)(C)C(=O)N1CC(c2nnc(-c3ccncc3)o2)C2(CCOCC2)C1 (configuration not stated)	4.1%
COc1ccc(CCC(=O)NCC(=O)N2CCCCCNC(=O)CC2c2ccccc2)cc1 (configuration not stated)	-13.6%
CC(C)CCNC(=O)CCC(=O)N1Cc2ccccc2Oc2ncccc21	-8.1%
N[C@H](C(=O)N1CCC2(CC1)C(=O)NCN2C(=O)Cc1c[nH]c2ccccc12)c1ccccc1	?
O=C(CCN1C(=O)C2CCCCC2C1=O)Nc1cc(F)ccc1F (configuration not stated)	8.6%
CS(=O)(=O)N1CCC2(CCC(=O)N(CC3CC3)CC2)CC1	-19.5%
CCCN1C(=O)C(Cc2nc3ccccc3c(=O)n2-c2ccccc2)c2cc(C)ccc21 (configuration not stated)	?
CC(C(=O)NC(=O)NC1CCCC1)N(C)Cc1cccc(F)c1 (configuration not stated)	-3.1%

New compounds follow.
SMILES	KDM5B inhibitor
Cc1ccccc1CC(=O)N1CCC2(CC1)NC(=O)N(c1ccc(F)cc1)N2	-20.1%
COc1cc(/C=N/Nc2nncn2N)ccc1OCc1c(C)no[n+]1[O-]	?
CCC(C)NC(=O)C(NC(=O)c1cccc(OC)c1)C1CCN(C(=O)c2cccc(C)c2)CC1 (configuration not stated)	2.2%
O=C(NCC1(COc2ccccc2)C[C@@H](O)[C@@H](O)C1)c1cnccn1 (some centres not stated)	-17.9%[86.2 µM]
COc1cc(NC(=O)c2nc(-c3ccncc3)no2)cc(OC)c1OC	-6.1%
COCCN1C(=O)CS(=O)(=O)C12CCN(C(=O)Cc1cccc(OC)c1)CC2	15.1%
COc1ccc(-c2nnc3ccc(Nc4cccc(OC)c4)nn23)nc1	-7.5%[86.2 µM]
O=C(NCC1(COc2cnccn2)C[C@@H](O)[C@@H](O)C1)c1ccc(F)cc1 (some centres not stated)	?
COc1cccc(NC(=O)c2cc3ccc(O)cc3oc2=O)c1	-0.3%
O=C(Cn1nc2c(cc1=O)CCCC2)N1CCOCC1	11.8%
Cc1ccc2c(CNCc3cccc(Cl)c3)c(C(=O)O)n(Cc3ccc(F)cc3Cl)c2c1	-8.2%
Cc1cccc(NS(=O)(=O)c2nnc(NC(=O)c3cccc(C)c3)s2)c1	18.1%
CCN(CC)S(=O)(=O)c1cc(C(=O)Nc2ccc(C(=O)O)cc2)ccc1C	8.6%
CC1(c2noc(-c3ccccc3)n2)CCN(C(=O)C2CCN(S(=O)(=O)c3cnc[nH]3)CC2)CC1	-18.6%
O=C1CN(C(=O)c2cc3cc(Cl)ccc3[nH]2)CCN1	59.4%[activator]
Cn1c(=O)oc2ccc(C(=O)N3CCn4nc(C(O)CO)cc4C3)cc21 (configuration not stated)	22.7%
O=C(c1ccc(-c2ncc3cnc(-c4cccc(F)c4)cn23)cc1)N1CC(O)C1	?
O=C(Cn1nc(-c2ccccc2F)ccc1=O)NCc1cccnc1	15.8%

Three of the compounds above, bar-delimited.
SMILES | KDM5B inhibitor
O=C(c1ccc(-c2ncc3cnc(-c4cccc(F)c4)cn23)cc1)N1CC(O)C1 | ?
O=C(NCC1(COc2cnccn2)C[C@@H](O)[C@@H](O)C1)c1ccc(F)cc1 (some centres not stated) | ?
COc1cc(NC(=O)c2nc(-c3ccncc3)no2)cc(OC)c1OC | -6.1%
